FXIIa inh: blocks human coagulation factor XIIa activity | P00748 | purified human FXIIa, AMC substrate fluorescence, 2 h | inhibition, % at 10 µM | hit rate 0.2% among 33,000 | AID 701; in the data active = inhibition above about 30%;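 also: 0% = enzyme with vehicle only and 100% = no enzyme blank; many of its hits are not listed in these tables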
FXIa inh: inhibitors of human coagulation factor XIa | P03951 | purified human FXIa, fluorogenic AMC substrate cleavage | inhibition, % at 10 µM | hit rate 0.3% among 33,000 | AID 687;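 active = inhibition above 40% in the primary screen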;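 also: 0% = enzyme without compound and 100% = blank wells lacking enzyme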
Target sequence (P03951 19-387 limits assumed): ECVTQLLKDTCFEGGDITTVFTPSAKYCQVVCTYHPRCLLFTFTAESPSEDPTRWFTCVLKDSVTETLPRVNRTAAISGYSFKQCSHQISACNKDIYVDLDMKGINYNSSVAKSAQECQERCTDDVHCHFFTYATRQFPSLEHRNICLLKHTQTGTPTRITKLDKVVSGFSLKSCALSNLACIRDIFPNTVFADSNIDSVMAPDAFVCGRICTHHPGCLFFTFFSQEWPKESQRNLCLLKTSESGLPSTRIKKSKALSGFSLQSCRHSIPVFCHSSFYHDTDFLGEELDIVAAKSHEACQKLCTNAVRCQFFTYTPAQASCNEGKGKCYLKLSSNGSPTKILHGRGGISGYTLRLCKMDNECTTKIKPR
Target sequence (P03951 388-625 limits assumed): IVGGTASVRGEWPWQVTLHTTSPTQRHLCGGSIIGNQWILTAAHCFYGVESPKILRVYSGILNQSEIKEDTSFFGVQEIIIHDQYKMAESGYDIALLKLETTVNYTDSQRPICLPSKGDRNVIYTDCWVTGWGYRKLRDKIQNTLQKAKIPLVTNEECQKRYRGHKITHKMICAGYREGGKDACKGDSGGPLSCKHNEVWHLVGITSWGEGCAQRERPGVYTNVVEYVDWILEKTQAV
* marks the source's active call; other numbers are inactive results. These rows are one share of the data; the hit share may differ from the screen's.

Results follow in this order: FXIa inh | FXIIa inh
- CC1(c2cnc(Nc3ccccc3)s2)CCC(=O)O1 (stereo unspecified)
→ 3 | 4
- O=C(c1ccccc1)C(CCC(CN1CCOCC1)C(=O)c1ccccc1)CN1CCOCC1 (stereo unspecified)
→ 4 | 8
- Cc1cccn2c(=O)c3cc(C(=O)N4CCN(c5ccccc5)CC4)n(C)c3nc12
→ -7 | -3
- COC(=O)Nc1ccc(S(=O)(=O)N2CCCC(C(=O)Nc3cccnc3)C2)cc1 (stereo unspecified)
→ 4 | 9
- CCOCCn1c(SCc2ccc(F)cc2)nc2c1c(=O)[nH]c(=O)n2C
→ 6 | 5
- CCCN(CCC)S(=O)(=O)c1ccc(C(=O)Nc2ccc(OCC(=O)N3CCOCC3)cc2)cc1
→ -7 | 3
- Cc1ccccc1Nc1nc(N)nc(CN(C)c2ccccc2)n1
→ -6 | 5
- O=c1c2ccccc2n(Cc2ccccc2F)c(=O)n1Cc1ccccc1F
→ -10 | 6
- Cc1ccc(OCC(=O)Nc2ccc(-c3nc4ncccc4o3)cc2)c(C)c1
→ 1 | 2
- O=C(NCc1ccco1)c1ccc(Cn2c(=O)c3ccccc3n(Cc3ccc(Cl)cc3)c2=O)cc1
→ 1 | 4
- Cc1ccc(N(CC(=O)Nc2cccc(N(C)S(C)(=O)=O)c2)S(C)(=O)=O)cc1
→ -1 | 12
- Cc1ccc(C(C(=O)NC(C)(C)C)N(C(=O)c2csnn2)C2CC2)cc1 (stereo unspecified)
→ 2 | 0
- CN(C)S(=O)(=O)N1CCN(c2ccccc2)CC1
→ 16 | -11
- CC1CC(C)CN(CCOc2ccc(Cl)cc2Cl)C1 (stereo unspecified)
→ 9 | 2
- O=C(Nc1ccccc1)N1CCCc2ccccc21
→ 2 | 5
- Cn1c(N)c(C#N)c2c(c1=S)COC(C)(C)C2
→ -4 | 4
- CCn1c(=NC(=O)CSCC(=O)Nc2nccs2)sc2ccccc21
→ 4 | 0
- CCS(=O)(=O)N1CCN(C(=O)c2cccnc2)CC1
→ 5 | 0
- Cc1ccc(-c2nnc(N3CCN(C(=O)COc4ccccc4)CC3)c3ccccc23)cc1
→ -2 | 3
- CCOC(=O)N1CCC(N(C(=O)Nc2ccc(Cl)c(Cl)c2)C(C)CC)CC1 (stereo unspecified)
→ -1 | -2
- CC1CCC(C(C)C)C2=C1C(C#N)(C#N)C(C#N)(C#N)C(c1ccccc1)N2 (stereo unspecified)
→ 7 | 2
- CC(C)C(NC(=O)c1ccccc1)c1nnc(SCC(=O)Nc2nccs2)n1C (stereo unspecified)
→ 2 | 3
- CC(=O)c1cccc(NC(=O)Nc2ccc(C)cc2)c1
→ -8 | -2
- Cc1ccc(C2=NN(S(C)(=O)=O)C(c3cccs3)C2)cc1 (stereo unspecified)
→ 3 | 4
- Cc1cc(C(=O)CSc2nnc(-c3ccc(Cl)cc3)n2C)c(C)n1CC1CCCO1 (stereo unspecified)
→ 33 | -12
- CCc1cc2cc(C(=O)N3CCN(c4ccccc4)CC3)sc2s1
→ -4 | -2
- Cc1ccc(Nc2nnc(SCC(=O)Nc3ccc(S(=O)(=O)N4CCOCC4)cc3)s2)cc1
→ 6 | 2
- Cc1ccc(S(=O)(=O)Cc2ccc(C(=O)O)o2)cc1
→ -9 | 18
- Nc1nnc(SC2CC(=O)N(c3ccccc3)C2=O)s1 (stereo unspecified)
→ 10 | 6
- N#Cc1c(NC(=O)CSc2nnc(-c3ccccc3O)n2-c2ccccc2)sc2c1CCCC2
→ -2 | -12

Additional structures follow.
Results follow in this order: FXIa inh | FXIIa inh
- COc1ccc(Cc2nnc(SC)[nH]c2=O)cc1
→ -6 | -2
- COc1ccc(OC)c(C2SCCN2S(=O)(=O)c2cccc(C(F)(F)F)c2)c1 (stereo unspecified)
→ 3 | 3
- CC(=O)Oc1ccc(-c2nc(-c3cccnc3)no2)cc1
→ 4 | 3
- Oc1c(I)cc(Cl)c2cccnc12
→ 11 | 1
- O=S(=O)(O/N=C1\CCCc2ccccc21)c1ccc(Cl)cc1
→ 11 | 3
- CCOC(=O)c1ccc(-n2nc(C(F)(F)F)c3c(C)cc(=O)oc32)cc1
→ -5 | 0
- CCOc1ccc(C2Sc3ccccc3NC3=C2C(=O)OC3)cc1 (stereo unspecified)
→ 2 | 10
- O=P(O)(c1ccc(Cl)cc1)c1ccc(Cl)cc1
→ 6 | 2
- O=C(O)C1C(c2ccccc2)C(C(=O)Oc2ccccc2)C1c1ccccc1 (stereo unspecified)
→ -2 | 8
- O=C(NCCc1ccccc1Cl)C1CCN(S(=O)(=O)c2cccs2)CC1
→ 9 | 8
- Cc1ccc(C(=O)n2nc(-c3cccnc3)nc2N)cc1
→ 42* | 92*
- COc1ccc(C(=O)NCc2nnc(SCC(=O)N3CCc4ccccc43)o2)cc1OC
→ 3 | -3
- COc1ccc(S(=O)(=O)N2CCC(C(=O)NCc3ccccn3)CC2)cc1OC
→ -7 | 8
- CN=c1oc2ccc(Cl)cc2cc1C(N)=O
→ 11 | 5
- COC(=O)C1=C(C(=O)c2ccc(C)cc2)C(c2ccccc2)n2nnnc2N1 (stereo unspecified)
→ 6 | 10
- COc1ccc2cnn(-c3ccccc3)c(=O)c2c1OC
→ -6 | 3
- O=C(/C=C/c1ccc(Br)cc1)NC(=S)NNC(=O)c1ccco1
→ 3 | 9
- CN(CC(=O)NC(c1ccccc1)c1ccccc1)Cc1nc2ccccc2c(=O)[nH]1
→ -10 | 6
- CCCC(O)(CCC)C(=O)NNc1ccccc1
→ 33 | -11
- CN(C)CCNC(=O)CCCNC(=O)Cn1cnc2sc3c(c2c1=O)CCCC3
→ 2 | 7
- Cc1ccc(NC(=O)C2CCN(S(C)(=O)=O)CC2)cc1C
→ 0 | 12
- CCOC(=O)c1sc(NC(=O)CSc2nnnn2-c2ccccc2)c(C(=O)OCC)c1C
→ 4 | 3
- Cc1ccccc1OCCCn1c(=O)sc2ccccc21
→ 2 | 4
- CCn1nnc(NC(=O)c2cccnc2Cl)n1
→ -5 | 2
- O=C(c1cccn2c(=O)c3cc(Cl)ccc3nc12)N1CCN(Cc2ccc3c(c2)OCO3)CC1
→ -6 | 8
- Cc1cc(C)n(CC(=O)c2ccc(Br)cc2)c(=O)c1C#N
→ 7 | 7
- Cc1nnc(SCc2nc(N)nc(Nc3ccccc3)n2)s1
→ 6 | 6
- COc1cccc(CNc2cccc3cccnc23)c1O
→ -9 | 2
- Cc1nc2ccc(NC(=O)c3ccc(F)c(S(=O)(=O)N4CCOCC4)c3)cc2s1
→ 37 | -15
- Cc1cc[n+](-c2nc3ccccc3nc2C(=C=[N-])C#N)cc1
→ 2 | 10

Reformatted: results already given.
smiles | FXIa inh | FXIIa inh
CN=c1oc2ccc(Cl)cc2cc1C(N)=O | 11 | 5
COC(=O)C1=C(C(=O)c2ccc(C)cc2)C(c2ccccc2)n2nnnc2N1 (stereo unspecified) | 6 | 10
COc1ccc2cnn(-c3ccccc3)c(=O)c2c1OC | -6 | 3

New compounds follow.
Results follow in this order: FXIa inh | FXIIa inh
- Cc1cccc(N2CCN(C(=O)Cn3cccc3C(=O)c3ccccc3)CC2)c1C
→ -4 | 5
- CS(=O)(=O)N(CC(=O)NCc1ccncc1)c1ccc(Cl)c(Cl)c1
→ -5 | 7
- CCC(C)NS(=O)(=O)c1ccc(S(=O)(=O)N(CC(=O)Nc2ccccc2)Cc2ccco2)cc1 (stereo unspecified)
→ 2 | 4
- CN=C1c2cc3cc(OC)ccc3n2CCN1Cc1ccccc1
→ -8 | 2
- CCc1nc2c(oc3ccccc32)c(=O)[nH]1
→ -2 | 3
- O=C(CCCOc1ccccc1)N1CCCCC1
→ 5 | 8
- CC1(C)Oc2ccc3ccc(=O)oc3c2/C(=C/Nc2ccccc2)C1=O
→ 11 | 5
- CN(Cc1nc2ccccc2c(=O)[nH]1)C(=O)c1ccc(S(=O)(=O)N(C)C)cc1
→ -1 | 14
- Cc1[nH]n(-c2ccccc2)c(=O)c1C1(C(F)(F)F)C(=O)N(c2ccc(F)cc2)C2=C1C(=O)CC(C)(C)C2 (stereo unspecified)
→ -9 | 1
- CCCn1nnc(NC(=O)c2cccc(Cl)c2)n1
→ -3 | 5
- CC(C)SC1=NC(C)(C)C=C(/C=C/c2ccc(Cl)cc2Cl)N1
→ 15 | -13
- O=C(Nc1ccc2c(c1)OCCO2)c1cnccn1
→ 0 | -5
- OCCN=c1cc(-c2ccccc2)oc2ccc(Cl)cc12
→ 5 | 4
- CSc1ccc(S(=O)(=O)NCc2ccc(Cl)cc2Cl)cc1
→ -6 | 5
- COCCn1c(SCCCC(=O)c2ccc(Br)cc2)nnc1-c1ccncc1
→ -65 | -12
- Cc1ccc(C)c(S(=O)(=O)N2CCN(C(=O)c3cnccn3)CC2)c1
→ 16 | 2
- CC(C)CCNC(=O)CSc1nc2ccsc2c(=O)n1NC(=O)c1ccccc1
→ 6 | 7
- O=C(COC(=O)c1cccs1)Nc1ccccc1
→ 1 | -10
- Cc1cc(C)c(C#N)c(SCC(=O)c2ccc(Cl)cc2Cl)n1
→ -6 | 3
- COc1cc(NC(=O)CSc2nnc(Cn3nnc4ccccc43)n2C)cc(OC)c1
→ 2 | 2
- Fc1ccc(Cn2nnnc2C(c2ccc(Cl)cc2)N2CCSCC2)cc1 (stereo unspecified)
→ -10 | 6
- CCOC(=O)c1nc2nc(C)cc(=O)n2[nH]1
→ 0 | 4
- COc1cnc(NS(=O)(=O)c2ccc(N)cc2)nc1
→ 4 | 6
- CCc1ccc(S(=O)(=O)N2CC(=O)Nc3ccccc32)cc1
→ 6 | 9
- O=C(NC1CCCCCC1)C1CCN(S(=O)(=O)c2ccc(F)cc2)CC1
→ 3 | 9
- Cc1ccc(CCN2CC(C(=O)N3CCN(c4ccc(F)cc4)CC3)CC2=O)cc1 (stereo unspecified)
→ 0 | 5
- O=C(Nc1ccc(N2CCOCC2)cc1N1CCOCC1)c1cccs1
→ 8 | 3
- O=C(O)CCN1C(=O)C2CCCCC2C1=O (stereo unspecified)
→ -4 | -1
- O=C(Cc1ccccc1)Nc1ccc(N2CCN(Cc3ccccc3F)CC2)cc1
→ 10 | 5
- CNC(=O)c1ccc(CNC(=O)OCC(F)(F)F)cc1
→ 6 | 9

(more compounds)
Results follow in this order: FXIa inh | FXIIa inh
- COCC(=O)OCC(=O)Nc1cc(C(C)(C)C)nn1-c1ccccc1
→ 11 | 3
- Cc1cc(N)n(-c2ncnc3scc(-c4ccccc4)c23)n1
→ 0 | 10
- CC1(C)Cc2c(c(-c3ccccc3)nc3[nH][nH]c(=O)c23)CO1
→ -1 | 1
- CCCN(CCC)CC(O)CN(c1ccccc1)S(=O)(=O)c1ccc(C)cc1 (stereo unspecified)
→ 8 | 9
- C=CCn1c(Cc2ccc(OC(C)C)c(Cl)c2)nnc1SCC(N)=O
→ -5 | -4
- COc1ccc(N(CC(=O)Nc2ccc(S(=O)(=O)N3CCCCC3)cc2)S(C)(=O)=O)cc1OC
→ 9 | 14
- O=C(O)C1CCCN(S(=O)(=O)c2ccc(Br)cc2)C1 (stereo unspecified)
→ 7 | 8
- CCCCCOC(=O)Cn1c(=O)c2c(nc(N3CCOCC3)n2C)n(C)c1=O
→ -1 | -2
- Cc1ccc(Cl)cc1N1CCN(C(=O)c2ccc(CN3CCOCC3)cc2)CC1
→ -11 | 5
- COc1ccc(C(C)NC(=O)C2CCCO2)cc1OC (stereo unspecified)
→ -4 | 3
- CCOC(=O)C1CCCN(C2CC(=O)N(c3ccc(C)cc3)C2=O)C1 (stereo unspecified)
→ 12 | -13
- Cc1cc(C(F)F)n2nc(C(=O)Nc3ccc(S(=O)(=O)NC45CC6CC(CC(C6)C4)C5)cc3)nc2n1
→ -2 | 4
- O=c1cc(CSc2nc3ccccc3[nH]2)c2ccccc2[nH]1
→ 0 | 6
- COC(=O)c1c(NC(=O)C(C)(C)C)sc2c1C(C(=O)OC)CC2 (stereo unspecified)
→ 0 | 2
- COc1ccc(OCCn2cncn2)cc1
→ 2 | 13
- Cc1nc(NC(=O)c2ccc(Br)o2)sc1C
→ -3 | -4
- O=c1cc(NCC2CCCO2)[nH]c(=O)n1-c1ccc(Cl)cc1 (stereo unspecified)
→ 0 | 3
- COc1ccc(-c2cc(C(F)(F)F)n3nc(C(=O)N4CCCCC4)cc3n2)cc1OC
→ -6 | -6
- Cc1cccc(NC(=O)CSc2nnnn2C)n1
→ 1 | 5
- COCCCNc1nc2c(c(=O)[nH]c(=O)n2C)n1CCCc1ccccc1
→ 4 | 6
- COc1cc(C(=O)NCCN2CCOCC2)cc(OC)c1OC
→ 7 | 8
- CCc1ccc(NC(=O)C2C3C=CC(C4CC34)C2C(=O)O)cc1 (stereo unspecified)
→ -1 | 14
- CC1CCN(c2c([N+](=O)[O-])nn(-c3ccc4c(c3)OCCO4)[n+]2[O-])CC1
→ -26 | -11
- O=S(=O)(c1ccc(Cl)cc1)N1CCn2c1nc1ccccc12
→ -5 | 5
- COCCn1c(-c2ccc(OC)cc2)cnc1N
→ -1 | 1
- N#Cc1c(N)nc2c(c1-c1ccncc1)CCCC2
→ 7 | 9
- CC1(C)C(O)=C(c2nc3ccccc3[nH]2)C(=N)N1c1ccccc1
→ -9 | -4
- CCCCNC(=S)NCCN1CCCCC1
→ 2 | -10
- CCOC(=O)NC1(C(F)(F)F)C(=O)NC(C)=C1C#N (stereo unspecified)
→ 1 | 5
- CCC(=O)NCCc1nc2ccccc2n1CC
→ 0 | 9
- O=C(CN1CCN(Cc2ccccc2)C1=O)NCc1cccs1
→ -6 | 4

Looked up by structure from above (5):
Results follow in this order: FXIa inh | FXIIa inh
- O=C(c1ccccc1)C(CCC(CN1CCOCC1)C(=O)c1ccccc1)CN1CCOCC1 (stereo unspecified)
→ 4 | 8
- Cc1ccc(N(CC(=O)Nc2cccc(N(C)S(C)(=O)=O)c2)S(C)(=O)=O)cc1
→ -1 | 12
- CC(=O)Oc1ccc(-c2nc(-c3cccnc3)no2)cc1
→ 4 | 3
- CCS(=O)(=O)N1CCN(C(=O)c2cccnc2)CC1
→ 5 | 0
- O=C(Nc1ccc(N2CCOCC2)cc1N1CCOCC1)c1cccs1
→ 8 | 3

Bioassay records deposited in PubChem by PCMD.
